Screening results (PubChem BioAssay)
Peg3 imprint – qHTS Assay for Compounds that Induce Erasure of Genomic Imprints; mouse ES Peg3-LacZ reporter, beta-gal luminescence, 40 h; Potency, µM (highest dose often 60.7 µM), without a hit: at the highest dose activity change, positive = activation, usual class: activators; 0.02% of 110,000 active; AID 1948, 2009;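 note: 0% = negative control wells on the plate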
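Gelatin-coated wells received 300 freshly trypsinized female ES cells with a Peg3LacZ-Neo reporter on the maternal allele, then incubated 40 hours at 37C. BetaGlo was added for 5 minutes at room temperature before a single luminescence read.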
p53ts 39C kill – qHTS Screen for Compounds that Selectively Target Cancer Cells with p53 Mutations: Cytotoxicity of p53ts Cells at the Nonpermissive Temperature | H1299-p53A138V viability at 39C, ATP luminescence, 24 h | Potency, µM (series often up to 46.1 µM), without a hit: at the top dose activity change, negative = cell killing, actives largely listed as cytotoxic | 1.5% of 130,000 active; note: nearly all actives have a fitted effect of over 55% in size
IkB signaling – IkB Signaling; ABC-DLBCL IkBa-CBG/CBR dual luciferase ratio, 4 h; response scale: scaled: untreated 0%, proteasome inhibitor 100%; Potency, µM (top dose mostly 57.1 µM), inactives show top-dose IkBa stabilization activation; 0.04% of 110,000 active; AID 445, 2006; active = well fitted curve in the direction sought with a large enough effect in the signal ratio, not every such curve was filed as active; inconclusive = small, poorly fitted or top-dose-only effect, or a change in a side signal; the % refers to the signal ratio;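 note: the direction sought is a rising ratio; 0% = basal untreated cells and 100% = reference inhibitor full response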
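Curves were fitted separately to fusion (green), unfused (red) and ratio luminescence, then classed by r2, magnitude and activity. Cells: OCI-Ly3, 4 h compound plus doxycycline at 37C; 10 uM MG-132 defined full response.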
p53ts 32C kill – qHTS Screen for Compounds that Selectively Target Cancer Cells with p53 Mutations: Cytotoxicity of p53ts Cells at the Permissive Temperature | H1299-p53A138V at 32C, ATP luminescence viability, 24 h | Potency, µM (titrated, usually from 46.1 µM), for the others: at the highest dose activity change, negative = cytotoxicity, most hits filed as cytotoxic | 0.93% of 130,000 active;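 note: 0% = DMSO and -100% = full killing by reference compound; nearly all actives have a fitted effect of over 55% in size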
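Cells: H1299 p53ts (A138V), 600/well, pre-incubated 16–30 h at 37C. Cpd up to 46 uM, 24 h, 32C. Readout: ATPlite luminescence, 20 min RT. Normalization: DMSO vs tamoxifen 100 uM. AC50 by Hill equation.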
The depositor's hits bear a star; ? = inconclusive; / = not tested or not shown; [ ] = remark or other dose. Unless noted, calls come from the whole dose curve; as a rule, active = well fitted curve in the direction sought with a large enough effect; inconclusive = small, poorly fitted or top-dose-only effect, or another doubt; inactive = no such curve, though single readings can be large; an effect the other way counts as inactive or inconclusive. Unless noted, % is set by controls: 0 for no effect and ±100 for the full control effect; potency is the fitted concentration of half-maximal effect.

Sequence of screens – Peg3 imprint, p53ts 39C kill, IkB signaling, p53ts 32C kill
> CCOC(=O)Cc1c(C)nc2c(-c3cccc(Br)c3)c[nH]n2c1=O
 : -30%, 13µM*, ?, ?
> CCOc1ccc(N(CC(=O)NCc2ccc(Cl)cc2)S(=O)(=O)c2c(C)noc2C)cc1
 : -7%[10.9 µM], 14%, -1.8%, 3%
> C=CCNC(=O)CN(c1ccc(F)cc1)S(=O)(=O)c1ccc(OC)cc1
 : -4%, 14%, 2.0%, 1%
> COC(=O)c1ccc(C(NC(=O)OCc2ccccc2)/C(=C/[C@@H](C)C(=O)NCc2cc(F)cc(F)c2)c2cccnc2)cc1 (some centres not stated)
 : -6%, 0%, /, 3%
> CCOc1ccc2nc(C(C)O)[nH]c2c1 (configuration not stated)
 : 10%, -1%, -0.3%, -5%
> CCC(C)NC(=O)C1CCCN(S(=O)(=O)c2ccc(-n3cnnn3)cc2)C1 (configuration not stated)
 : -7%, -5%, 0.1%, 15%
> Cc1ccc2c(c1)cc(CN(Cc1cccs1)C(=O)c1ccco1)c1nnnn12
 : 1%, -4%, 0.8%, 2%
> CCn1c(Cn2nnc(-c3ccccc3)n2)nnc1SCC(=O)Nc1ccc(C(C)=O)cc1
 : -15%, -10%, -0.8%, -11%
> CCOc1ccc(N2C(=O)C3CCCN3C2=O)cc1 (configuration not stated)
 : -15%, 1%, 1.6%, -2%
> Cc1noc(Cn2c(=O)c3cc4c(cc3n(CC(=O)Nc3ccccc3F)c2=O)OCO4)n1
 : 3%[10.9 µM], -13%, -0.6%, 1%
> O=C(O)c1ccc2c(c1)N(Cc1ccc(F)cc1Cl)C(=O)c1ccccc1S2
 : -8%[10.9 µM], -17%, ?, 1%
> COC(=O)c1cc2oc3ccccc3c2n1CC(=O)Nc1ccc(C)cc1C
 : 16%[10.9 µM], -11%, -1.9%, 10%
> O=C(Nc1ccc(F)cc1F)c1cc2ccc3cccnc3c2[nH]1
 : -17%[10.9 µM], -29%, ?, ?
> CN(C)CCNc1oc(COc2ccc(-c3ccccc3)cc2)nc1C#N
 : -36%[inhibitor], -14%, 9.8%, -11%
> CC(C)OCCCN1CN(S(=O)(=O)c2ccccc2)c2nc3ccccc3nc21
 : -22%, 0%, -0.1%, -4%
> CCn1c(=N)n(CC(O)COc2ccccc2)c2ccccc21 (configuration not stated)
 : -16%[10.9 µM], 6%, -0.7%, -7%
> Cc1cc(C)c(NC(=O)CSc2nnc(-c3ccncc3)n2Cc2ccco2)c(C)c1
 : -7%, 11%, 1.2%, 10%
> Cc1ccc2c(c1)cc1c(=O)n(CC(=O)N3CCCCC3)nc(C)n12
 : -5%[10.9 µM], -8%, ?, 1%
> CC1=CCC(COC(=O)Nc2ccccc2)CC1 (configuration not stated)
 : /, -15%, ?, -27%
> COc1ccc(C2c3c(oc4cc(C)cc(C)c4c3=O)C(=O)N2Cc2ccco2)cc1OC (configuration not stated)
 : -8%[10.9 µM], -16%, 1.9%, 8%
> CC1CCCCN1c1nc(-c2ccc(C(C)(C)C)cc2)nc2ccccc12 (configuration not stated)
 : -7%[10.9 µM], 10µM*, 8.2%, 10µM*
> Cc1ccccc1CNC(=O)CCCn1ncn2c(cc3occc32)c1=O
 : 4%[10.9 µM], -28%, 0.6%, 6%
> Cc1c(-c2ccccc2)c(=O)oc2c(CN3CCN(C)CC3)c(O)ccc12
 : -11%[10.9 µM], 12%, -5.8%, 0%
> NS(=O)(=O)c1cc2c(cc1Cl)NC(CSCc1ccccc1)=NS2(=O)=O
 : -6%, -17%, 1.0%[25.6 µM], 7%
> O=C(NCC1CCCO1)c1csc2c1CCCCC2 (configuration not stated)
 : -12%, -12%, -2.6%, -1%
> CCCCn1c(CN2CCN(c3ccc(F)cc3)CC2)nc2c1c(=O)n(C)c(=O)n2C
 : -8%, 2%, 9.1%, -6%
> CCOc1ccccc1-c1nc(-c2ccc(C)nc2OC)no1
 : -26%, -26%, 0.1%, -15%
> Cc1ccccc1OCc1nc(-c2ccc(NC(=O)c3ccc4c(c3)OCO4)cc2)no1
 : -69%[inhibitor], -30%, 1.4%, ?
> c1ccc2c(-c3nnc4n3CCCCC4)c[nH]c2c1
 : -17%, -4%, 0.2%, 4%
> CC(C)N1C(=S)SC2CS(=O)(=O)C=C21 (configuration not stated)
 : -5%, 4%, 0.0%, 7%

The listing continues:
Sequence of screens – Peg3 imprint, p53ts 39C kill, IkB signaling, p53ts 32C kill
> c1ccc(C(c2nnnn2C2CCCC2)N2CCCCCC2)nc1 (configuration not stated)
 : -13%, 5%, -2.2%, 11%
> CCOc1ccc(NC(=O)COC(=O)c2cccnc2)cc1
 : /, 1%, 6.8%, -12%
> COc1ccc(-n2nnc3c(=O)n(CC(=O)N4CCC(Cc5ccccc5)CC4)cnc32)cc1
 : -15%, -2%, 0.2%, 4%
> COc1ccc(/C=C2\Sc3ccc(C(=O)N4CCc5ccccc5C4)cc3N(C)C2=O)cc1
 : /, -12%, /, -8%
> CC(=O)NCC(=O)NC(C(=O)Nc1ccc2c(c1)OCCO2)c1ccccc1 (configuration not stated)
 : 6%, 5%, -1.9%, 6%
> O=c1c2ccccc2nc(-c2ccco2)n1Cc1ccccc1
 : -73%[inhibitor], -18%, 0.7%, -6%
> O=C(NCc1cccnc1)C1CCCN(S(=O)(=O)c2ccc(Br)cc2)C1 (configuration not stated)
 : -7%, 10%, ?, -1%
> COc1cc2ccc([C@H](C)NCC#N)cc2cc1OC
 : -8%[10.9 µM], 12%[9.22 µM], 1.1%[11.4 µM], -2%[9.22 µM]
> Cc1ccc(OCC(O)Cn2c(NCCc3ccccc3)nc3c2c(=O)[nH]c(=O)n3C)cc1 (configuration not stated)
 : -12%, 7%, 0.1%, 3%
> O=S(=O)(NCc1cccnc1)c1ccc(Br)s1
 : -7%, -5%, 2.1%, -2%
> COc1cc(OC)cc(C2C(C#N)=C(N)Oc3n[nH]c(-c4cccnc4)c32)c1 (configuration not stated)
 : 4%, 8%, 1.5%, 2%
> COc1cc2c(cc1OC)C(C(=O)Nc1cccc(C)n1)C(c1cccnc1)N(C)C2=O (configuration not stated)
 : -8%, 9%, -1.8%, 0%
> CCC(C)(C)n1nnnc1C(c1cc(OC)c(OC)c(OC)c1)N1CCN(c2ccccc2)CC1 (configuration not stated)
 : -2%, -3%, -0.4%, 3%
> Cc1ccc2c(c1)sc1nc(-c3cc4cc(Cl)ccc4oc3=O)cn12
 : 18%[10.9 µM], 8%, 0.9%, -2%
> COc1ccc(NC(=O)Cc2csc(COc3cccc(C)c3)n2)c(OC)c1
 : ?, -27%, ?, -9%
> O=C(Nc1cc(Cl)ccc1O)c1cc(-c2ccc3c(c2)OCO3)on1
 : -27%[10.9 µM], 1%, 8.9%, -13%
> O=C(CC1NC2CCCCC2NC1=O)Nc1ccc2c(c1)OCO2 (configuration not stated)
 : 2%, 12%, 1.9%, 9%
> CCOC(=O)C1(CCSC)NC(c2ccco2)C2C(=O)N(CC)C(=O)C21 (configuration not stated)
 : 12%, 3%, 0.7%, -2%
> COc1ccccc1NC(=O)C1=C(C)Nc2nc(SCc3ccccc3Cl)nn2C1c1ccncc1 (configuration not stated)
 : 20%[10.9 µM], -14%, -0.7%, 7%
> CS(=O)(=O)c1ccc2nc(NC(=O)C3CCCCC3)sc2c1
 : 2%, -4%, -2.8%, 0%
> CCc1cc(C(=O)Nc2cnn(Cc3ccccc3C)c2)no1
 : 17%[10.9 µM], -22%, -1.0%, -17%
> CCN(CC)C(=O)CSc1nnc(CNc2ccc(F)cc2)n1-c1ccccc1
 : /, 2%, /, 2%
> O=C(CCN1C(=O)C2C3C=CC(C3)C2C1=O)Nc1c(F)cccc1F (configuration not stated)
 : 0%, -5%, -1.7%, 1%
> c1coc(CNC2CCCCCCC2)c1
 : -8%, -7%, 1.3%, -3%
> CCC(C)NS(=O)(=O)c1ccc(N2CCCCS2(=O)=O)cc1 (configuration not stated)
 : 15%[10.9 µM], 20%, 1.9%, -3%
> CC(C)OC(=O)/C(=C/c1ccc2c(c1)c1ccccc1n2C)NC(=O)c1ccccc1
 : /, -17%, /, 1%
> O=c1[nH]c(CSc2nnc(-c3ccncc3)n2Cc2ccco2)nc2ccccc12
 : -13%, 3%, 0.8%, 8%
> Cc1oc(C)c(C(=O)O)c1COc1ccc(C(=O)O)cc1
 : -5%, 13%, -1.1%, 2%
> O=C(NCCc1ccccc1)c1cc(-c2ccc(Br)cc2)on1
 : 28%[10.9 µM], 23%, 3.1%, 18%
> O=S(=O)(c1ccc(F)cc1)N1CCC(Oc2cccc(C(F)(F)F)c2)CC1
 : -9%[10.9 µM], -8%, ?, 8%

Ordered by length of the SMILES (ascending): some entries from above.
Sequence of screens – Peg3 imprint, p53ts 39C kill, IkB signaling, p53ts 32C kill
> CS(=O)(=O)c1ccc2nc(NC(=O)C3CCCCC3)sc2c1
 : 2%, -4%, -2.8%, 0%
> CCOC(=O)Cc1c(C)nc2c(-c3cccc(Br)c3)c[nH]n2c1=O
 : -30%, 13µM*, ?, ?
> C=CCNC(=O)CN(c1ccc(F)cc1)S(=O)(=O)c1ccc(OC)cc1
 : -4%, 14%, 2.0%, 1%
> O=S(=O)(c1ccc(F)cc1)N1CCC(Oc2cccc(C(F)(F)F)c2)CC1
 : -9%[10.9 µM], -8%, ?, 8%

(next part)
Sequence of screens – Peg3 imprint, p53ts 39C kill, IkB signaling, p53ts 32C kill
> CCOc1ccc2nc(N3CCCC(C(=O)NCCCOC)C3)sc2c1 (configuration not stated)
 : 14%[10.9 µM], 10µM*, -0.8%, ?
> CCOc1ccc(NS(=O)(=O)c2ccc3[nH]cc(C(=O)NCc4ccccc4)c(=O)c3c2)cc1
 : 6%[10.9 µM], ?, ?, 4%
> O=C(O)[C@H]1CCc2ccc3ccccc3c2[C@H]1c1cccc2ccccc12
 : -10%[10.9 µM], 3%[9.22 µM], -0.5%[11.4 µM], 10%[9.22 µM]
> CSc1cccc(NC(=O)N2CCN(S(=O)(=O)c3ccc4c(ccn4C)c3)CC2)c1
 : -5%[10.9 µM], -16%, 1.9%, 17%
> N#Cc1nc(/C=C/c2ccc(F)cc2)oc1N1CCN(c2ccccc2)CC1
 : -12%[10.9 µM], -10%, 0.6%, 0%
> O=C(CSc1n[nH]c(-c2ccccc2)n1)c1ccccc1
 : -6%, 16%, 0.9%, 14%
> COC(=O)n1c(SC)nc2ccccc21
 : -3%, 10%, -1.2%, 5%
> Cc1ccccc1C(=O)Nc1sc2c(c1C(=O)N1CCC(C)CC1)CCC(C)C2 (configuration not stated)
 : -7%[10.9 µM], 8%, ?, 12%
> Cc1cccc(Nc2nnc(-c3ccc(C)c(S(=O)(=O)N4CCOCC4)c3)c3ccccc23)c1
 : -16%[10.9 µM], 14%, ?, -1%
> CN1CCN(CCCNC(=O)C2CC(=O)N(C3CCCCC3)C2)CC1 (configuration not stated)
 : -4%, 8%, -0.3%, 3%
> Cn1c(=O)n(CC(=O)N2CCN(c3nnc(-c4ccccc4)c4ccccc34)CC2)c2ccccc21
 : -1%, ?, 0.7%, 6%
> CCOc1ccc(C(=O)N2CCN(Cc3cc(=O)n4nc(-c5cccc(OC)c5)sc4n3)CC2)cc1
 : -3%[10.9 µM], -7%, ?, 2%
> O=C(c1cc(-c2ccc(Cl)c(Cl)c2)on1)N1CCCCC1
 : -18%, -17%, ?, 3%
> Cc1cncn1CCc1nc2c3ccccc3nc(SCC(=O)Nc3ccccc3F)n2n1
 : -17%[10.9 µM], -23%, -4.1%, -29%
> COc1ccccc1-c1cn[nH]c(=S)n1
 : -8%, 20%, ?, 5%
> O=C(c1cc(-c2ccc(Cl)cc2)on1)N(Cc1cccc(F)c1)Cc1ccco1
 : -7%[10.9 µM], -6%, ?, -11%
> COCCn1c(N)c(NCc2ccccc2)c(=O)n(CC(=O)Nc2cc(C)ccc2C)c1=O
 : -7%, 3%, 1.0%, 7%
> COc1ccc(Cn2c(=O)c3oc4ccccc4c3n(Cc3cccc(C)c3)c2=O)cc1
 : ?, -11%, 0.1%, 5%
> Cc1ccc(CN(C)C(=O)c2ccccc2Oc2ccccc2)o1
 : -22%, -11%, 3.6%, 12%
> COC(=O)C(C)n1cnc2c(cnn2-c2ccc(Cl)cc2)c1=O (configuration not stated)
 : -17%, -12%, ?, -3%
> CCOc1ccccc1NC(=O)C1CCN(S(=O)(=O)c2ccc(Br)cc2)CC1
 : -8%[10.9 µM], 16%, 1.1%, 7%
